# SIRT5 inh: inhibitors of human sirtuin-5 desuccinylase. Purified SirT5, succinyl-peptide AMC, trypsin-coupled fluorescence. inhibition, % at 15 µM. 1.1% of 330,000 active. AID 652115; in the data active means inhibition above about 15%; inconclusive means no clear call, values can overlap the other calls
# Target sequence (Q9NXA8 whole entry, looked up): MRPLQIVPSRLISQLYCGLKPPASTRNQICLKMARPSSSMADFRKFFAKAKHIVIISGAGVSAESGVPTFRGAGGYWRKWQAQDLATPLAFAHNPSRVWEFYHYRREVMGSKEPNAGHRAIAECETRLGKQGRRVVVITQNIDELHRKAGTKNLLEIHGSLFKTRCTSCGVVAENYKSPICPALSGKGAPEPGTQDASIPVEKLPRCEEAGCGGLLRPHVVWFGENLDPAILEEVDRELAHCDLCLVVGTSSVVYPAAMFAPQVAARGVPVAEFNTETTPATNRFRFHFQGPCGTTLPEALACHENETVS
# Statin myotox sup: suppression of simvastatin myotoxicity. C2C12 myotubes + simvastatin, ATP luminescence, 48 h; scaled: DMSO 0, geranylgeraniol control 100. rescue of ATP level, % at 7.49 µM. 0.78% of 330,000 active. AID 602340;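 active means mean ATP rescue above about 67%, or every replicate alone reaching that limit, limit read from the data, passing the limit was not always enough; inconclusive means no clear call, values can overlap the other calls; inactive means mean under the limit and some replicate under it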;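 further: myotubes were challenged with 10 µM simvastatin during compound exposure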
# miR-122 sensor: miR-122 inhibition in Huh7 cells; activation (reporter increase), % at 12.5 µM; Huh7 miR-122 Renilla luciferase sensor, 48 h; neutral wells = 0, positive control = 100; 0.3% of 340,000 active;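 active means mean replicate activation score at least 90 and every replicate individually at or above 90; inconclusive means only one of the two criteria met; inactive means neither criterion met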;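 further: higher luciferase means less miR-122 activity so hits act as miR-122 inhibitors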
# ERp5 inh: blocks human ERp5 reductase activity on insulin; ERp5 insulin aggregation, absorbance 650 nm, 90 min; inhibition, % at 9.99 µM; Q15084; 0.05% of 350,000 active; AID 651711;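 active means mean replicate inhibition above about 25%, with every replicate also reaching it, limit read from the data, passing the limit was not always enough; inconclusive means only one of those two criteria met; inactive means neither criterion met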
# Target sequence (Q15084 whole entry, looked up): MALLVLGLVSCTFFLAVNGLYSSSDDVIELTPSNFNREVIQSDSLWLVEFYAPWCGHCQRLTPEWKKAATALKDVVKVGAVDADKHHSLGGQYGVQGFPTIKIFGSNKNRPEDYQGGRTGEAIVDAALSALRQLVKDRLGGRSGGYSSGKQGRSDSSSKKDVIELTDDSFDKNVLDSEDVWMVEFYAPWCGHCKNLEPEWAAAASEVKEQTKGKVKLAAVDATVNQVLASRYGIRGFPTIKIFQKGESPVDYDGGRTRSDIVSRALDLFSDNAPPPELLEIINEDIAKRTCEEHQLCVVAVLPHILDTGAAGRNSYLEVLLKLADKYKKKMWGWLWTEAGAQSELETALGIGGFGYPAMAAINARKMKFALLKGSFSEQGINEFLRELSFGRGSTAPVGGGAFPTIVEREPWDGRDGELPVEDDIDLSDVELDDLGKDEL
# Cneo AK release: Cryptococcus neoformans lysis via adenylate kinase release; C. neoformans lysis, adenylate kinase release luminescence, 4 h; normalised: neutral wells 0, clomiphene wells 100; lysis activity, % at 15 µM; 0.2% of 360,000 active;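 active means mean lysis activity across replicates of at least 80%, whatever share of replicates individually reach that level; inactive means mean lysis activity below 80%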
#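 Schedule: static 4 h at 37 °C with compound, 1 h detection; system: C. neoformans cells; benchmarks: Clomiphene as positive control; buffer or medium: fresh YPD medium; measure: luminescence rise reflecting yeast cell lysis; measured by: luminescent adenylate kinase detection reagent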
# ARNT-TACC3 inh: disruptors of human ARNT/TACC3 interaction; Q9Y6A5; AlphaScreen His-ARNT PAS-B/GST-TACC3 binding, luminescence; TACC3 fragment carries E629A point mutation; inhibition, % at 9.99 µM; 0.66% of 390,000 active; AID 623870;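 active means mean inhibition of replicates at least 50% and at least half of replicates each reaching 50%; inconclusive means half or more replicates reach 50% but mean below 50%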;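 further: 0% = complete ARNT plus TACC3 wells and 100% = ARNT alone without TACC3; many hits fall short of the cut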
# esBAF inh: inhibitors of esBAF chromatin remodeling in mouse ES cells. Bmi1-luciferase knock-in reporter, 24 h; 100% = twice the neutral-well signal. reporter increase, % at 12.5 µM. 2% of 350,000 active. AID 602393; in the data active means activation above about 40%; inconclusive means no clear call, values can overlap the other calls;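 further: 0% = median of the plate's neutral control wells and 100% = double that signal; a rise in the Bmi1 reporter signal indicates esBAF inhibition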
# * = called active by the depositor; ? = inconclusive; / = no result given; [ ] = dose if it differs, or a comment.
# The line under a structure holds: SIRT5 inh	Statin myotox sup	miR-122 sensor	ERp5 inh	Cneo AK release	ARNT-TACC3 inh	esBAF inh
O=C(Cc1ccncc1)NCC[C@H]1CC[C@H](NC(=O)Nc2ccc(F)cc2)[C@H](CO)O1
 : /	-2	/	-2	-6	/	1
O=C(NCc1ccco1)Nc1cccc(-c2ccccc2)c1
 : -2	-5	-4	3	1	2	-3
CCC(CC)C(=O)c1c[nH]c(C(=O)NC2CCCCCC2)c1
 : 3	/	-4	-3	0	-2	/
C[C@@H]1CN([C@H](C)CO)C(=O)Cc2cc(NC(=O)NC3CCCCC3)ccc2O[C@H]1CN(C)S(=O)(=O)c1ccc(F)cc1
 : -1	9	3[16.7 µM]	-3	1	-4	5
CCOC(=O)c1cc(-c2nnc(SCC(=O)Nc3ccc(F)cc3)o2)c(C)nc1C
 : /	0	1	/	/	-1	-7
Cc1ccnc(N(C(=O)c2cccs2)C(=O)c2cccs2)c1
 : /	-13	-6	/	-20	-5	8
C[C@H]1CN([C@@H](C)CO)C(=O)c2cc(NS(=O)(=O)c3ccc(Cl)cc3)ccc2O[C@@H]1CN(C)C(=O)Nc1cccc2ccccc12
 : 6	20	7[16.7 µM]	7	2	6	-3
COc1ccccc1OCC(=O)NCCS(=O)(=O)N1CCN(c2ccccc2)CC1
 : -7	1	/	4	0	3	2
O=C(c1cc(-c2ccccn2)nc2c(Cl)cccc12)N1CCN(S(=O)(=O)c2ccccc2)CC1
 : /	3	17	/	/	-3	1
Cc1cc(/C=N/NC(=O)c2cccnc2)c(C)n1CC(C)C
 : 0	/	/	-2	/	8	/
CC(C)OC(=O)CCCNc1ccc([N+](=O)[O-])cc1[N+](=O)[O-]
 : 3	15	-1	-4	4	11	-1
C=C(C)CCC(C)N1CCC(n2nccc2NC(=O)CCOc2ccccc2)CC1 (configuration not stated)
 : -2	0	-7	-2	2	0	2
CC(=O)Nc1ccc(S(=O)(=O)N(C)Cc2cnn(C)c2)cc1
 : 0	-4	-6	7	0	0	3
C[C@@H]1CN([C@H](C)CO)S(=O)(=O)c2ccc(Br)cc2O[C@@H]1CN(C)S(=O)(=O)c1ccc(F)cc1
 : 5	-7	25[16.7 µM]	5	-3	-2	4
COc1ccc(Cl)cc1N1C(=O)/C(=C/c2sccc2C)N=C1SCC(=O)NC1CC1
 : /	4	1	-3	3	/	-8
CC(C(=O)O)(C1CCCCC1)C1(O)CCCCC1 (configuration not stated)
 : /	-1	-4	3	-1	/	-3
COc1ccc(OCC(=O)Nc2ccc(NC(=O)c3ccccc3Cl)c(OC)c2)cc1
 : 0	7	0	6	0	0	4
C[C@@H]1CN([C@H](C)CO)C(=O)c2cccc(N(C)C)c2O[C@@H]1CN(C)C
 : 10	7	-9[16.7 µM]	-1	-13	-2	1
CSc1nc(N)nc(SCC(=O)c2ccccc2)c1C#N
 : /	/	0	/	1	16	30
Cc1ncc(CN2CCCC(C(=O)Nc3ccc(-n4ccnc4C)cc3)C2)cn1 (configuration not stated)
 : -5	-3	-11	-5	2	-2	-9
CN(C)CC#CCC(O)(c1ccccc1)c1ccccc1
 : 0	/	/	-2	/	-4	/
C[C@@H](NC(=O)[C@@H]1Cc2ccccc2CN1)C(=O)NC1CCCCC1
 : -3	7	0	5	6	-4	6
COC(=O)c1ccc(CN2C(=O)NC(c3ccccc3)(c3ccccc3)C2=O)o1
 : -2	2	/	2	-1	-13	-3
CCn1c(COc2cccc(OC)c2)nnc1SCC(=O)N1CCOCC1
 : /	11	-2	/	1	1	-2
C=CCn1nnnc1SCC(=O)Nc1ccc(C(=O)OC)cc1
 : -1	-1	/	-2	-2	-12	-1
C[C@@H]1CN([C@@H](C)CO)C(=O)Cc2cc(NC(=O)C3CCCCC3)ccc2O[C@@H]1CN(C)S(=O)(=O)c1cn(C)cn1
 : 0	0	-1[16.7 µM]	-1	5	0	-4
CC(C)c1ccc(NC(=O)c2cc(Br)ccc2Br)cc1
 : -5	-6	17	-4	/	-3	72*
Cn1c(=O)c2[nH]c(SCCN3CCCCC3)nc2n(C)c1=S
 : 0	4	/	3	-1	-15	-1
O=C(C[C@H]1C[C@@H]2c3cc(NC(=O)Nc4ccccc4F)ccc3O[C@@H]2[C@@H](CO)O1)NCCc1ccccc1
 : -8	10	-7[16.7 µM]	17	21	-10	23
O=C(OCc1ccc(F)cc1)c1cccnc1Cl
 : 0	12	0	5	5	-7	7

# An excerpt from further up, for reference:
# The line under a structure holds: SIRT5 inh	Statin myotox sup	miR-122 sensor	ERp5 inh	Cneo AK release	ARNT-TACC3 inh	esBAF inh
O=C(Cc1ccncc1)NCC[C@H]1CC[C@H](NC(=O)Nc2ccc(F)cc2)[C@H](CO)O1
 : /	-2	/	-2	-6	/	1
O=C(NCc1ccco1)Nc1cccc(-c2ccccc2)c1
 : -2	-5	-4	3	1	2	-3
CCC(CC)C(=O)c1c[nH]c(C(=O)NC2CCCCCC2)c1
 : 3	/	-4	-3	0	-2	/
C[C@@H]1CN([C@H](C)CO)C(=O)Cc2cc(NC(=O)NC3CCCCC3)ccc2O[C@H]1CN(C)S(=O)(=O)c1ccc(F)cc1
 : -1	9	3[16.7 µM]	-3	1	-4	5
CCOC(=O)c1cc(-c2nnc(SCC(=O)Nc3ccc(F)cc3)o2)c(C)nc1C
 : /	0	1	/	/	-1	-7

# (continued)
# The line under a structure holds: SIRT5 inh	Statin myotox sup	miR-122 sensor	ERp5 inh	Cneo AK release	ARNT-TACC3 inh	esBAF inh
CC(=O)c1c(C)nc2ccc(Cl)cn12
 : /	16	-8	/	0	4	-9
COc1ccc(NC(=O)c2cnc3n(c2=O)CCS3)cc1OC
 : /	6	-4	-5	-1	/	2
COc1cccc(-c2csc3nnc(SCC(=O)c4ccc(NC(C)=O)cc4)n23)c1
 : -1	5	/	-7	3	-3	1
CCOC(=O)C(=CNc1cc(C)ccc1C)C(=O)OCC
 : /	0	2	/	2	-5	-2
CS(=O)(=O)N1[C@H](CO)[C@@H](c2ccc(C#CC3CCCC3)cc2)[C@@H]1C#N
 : 0	15	/	0	8	-4	3
COc1cccc(-n2c(SCC(=O)Nc3cc(C)on3)nc3c([nH]c4ccccc43)c2=O)c1
 : -2	4	-3	1	-2	-5	-1
CC(C)(C)S(=O)(=O)N1C[C@H]2C(=CC[C@@H]3C(=O)N(c4ccccc4)C(=O)[C@@H]32)[C@H]1CCO
 : -3	5	-6	-1	4	-2	1
Cc1ccc(-c2csc(NC(=O)c3ccc(-c4ccccc4)cc3)n2)o1
 : /	89*	-2	/	-4	1	10
CN(C)C(=O)C[C@@H]1CC[C@@H](NC(=O)C2CCOCC2)[C@@H](CO)O1
 : 0	-16	/	0	0	0	0
COc1ccc(CN2C(=O)c3ccccc3C2=O)cc1C(=O)Nc1ccccc1N1CCOCC1
 : 2	/	/	-2	/	20	/
CCCOC(=O)Nc1nnc(CCC)s1
 : 0	13	-3	1	1	6	5
CCOc1ncccc1C(=O)OCC(=O)c1ccc(Cl)s1
 : /	/	-2	/	3	-4	/
CC(OC(=O)c1ccc(Cl)nc1)C(=O)Nc1ccc(S(=O)(=O)N2CCCC2)cc1 (configuration not stated)
 : -2	0	/	-1	0	17	-5
CCC(C)C(NS(=O)(=O)c1ccc(C)cc1)C(=O)NCCCN1CCOCC1 (configuration not stated)
 : 0	3	0	2	-1	-7	-1
Nc1nc2c(c3c1c(=O)oc1ccccc13)CCCCC2
 : /	-27	-1	/	1	/	3
O=C(C[C@H]1C=C[C@H](NC(=O)Cc2cccnc2)[C@@H](CO)O1)Nc1ccccc1
 : 0	-2	/	-1	-10	-1	-2
COC(=O)C(NS(=O)(=O)c1ccc(N2CCCC2=O)cc1)c1ccccc1 (configuration not stated)
 : -4	-12	-4	4	0	-7	-3
Cc1ccc(-n2c3c(c(=O)[nH]c2=O)C(NS(=O)(=O)c2ccc(C)cc2)(C(F)(F)F)C(=O)N3)cc1 (configuration not stated)
 : /	-2	/	/	0	-7	-16
O=C(Cc1cccs1)NCc1cccnc1
 : /	/	-5	/	0	5	3
Cc1cc(C)cc(N2C(=O)CC(c3ccccc3)CC2=O)c1
 : -2	-3	-4	8	0	-2	-2
Nc1nc(SCC(=O)N2CCN(c3ccc(F)cc3)CC2)n[nH]1
 : 2	8	-1	4	-1	2	-1
CC1(C(=O)NCC(F)(F)F)CCN1C(=O)Cc1ccc(-c2ccccc2)cc1 (configuration not stated)
 : 0	-5	-3	-5	3	/	1
O=C(Nc1nnc(C2CC2)s1)c1cccc(S(=O)(=O)N2CC(c3ccccc3)CC2=O)c1 (configuration not stated)
 : -1	6	-1	0	2	-2	1
CC1CCN(CCCNC(=O)CN2C(=O)CSc3ccc(S(=O)(=O)N4CCCCC4)cc32)CC1
 : 0	5	3	2	-1	0	-4
COc1ccc(CNC(=O)C[C@H]2C=C[C@H](NC(=O)c3ccc4c(c3)OCO4)[C@@H](CO)O2)cc1
 : -1	-4	-15[16.7 µM]	2	-5	5	3
CO[C@@H]1CN(C)C(=O)c2cc(NS(=O)(=O)CC(F)(F)F)ccc2OC[C@H](C)N(CC2CCCCC2)C[C@@H]1C
 : 6	-18	/	1	-1	/	-15
Cc1ccc(Nc2nc(N)nc(CSc3nncn3C)n2)cc1
 : /	5	1	/	-6	20	-5
CC(C)CC#Cc1cnc2c(c1)C(=O)N([C@H](C)CO)C[C@H](C)[C@@H](CN(C)C(=O)Cc1cccnc1)O2
 : /	-7	6[16.7 µM]	6	-3	1	-2
COC(=O)CSC1=C(C#N)C(c2ccc(C)o2)CC(=O)N1 (configuration not stated)
 : -5	-1	2	-1	0	-4	3
CCc1ccc2nc(N(CCN(C)C)C(=O)c3ccc4ncsc4c3)sc2c1
 : 11	10	2	-3	0	2	?
O=C(c1ccc(Cl)cc1)N1CCN(c2ccnc3cc(Cl)ccc23)CC1
 : 7	/	/	-1	/	3	/
O=C(Cc1cccs1)Nc1ccc(Cl)cc1
 : /	18	0	/	-2	/	26
O=C(NCCN1CCN(c2ccccc2F)CC1)C1c2ccccc2C(=O)N2CCc3ccccc3C12 (configuration not stated)
 : /	32	-1	/	-1	1	3
O=C(N/N=C/c1cccs1)c1[nH]ncc1Br
 : -7	/	/	-1	0	8	/
Cc1cc(C(=O)NCC(=O)Nc2c(C)cccc2C)c(C)o1
 : -5	-3	2	6	0	16	2
COc1cccc(C(=O)NC2CC3CCCC(C2)N3S(=O)(=O)c2ccccc2)c1 (configuration not stated)
 : -1	6	-1	-6	/	1	0
Cc1cc(OC(=O)c2ccc3ccccc3c2)c([N+](=O)[O-])c(=O)[nH]1
 : -3	/	/	5	/	-6	/
C[C@H](CO)N1C[C@H](C)[C@H](CN(C)C(=O)Nc2ccc(C(F)(F)F)cc2)Oc2ccc(NS(=O)(=O)c3ccc(F)cc3)cc2CC1=O
 : 3	25	62[16.7 µM]	-8	4	/	-3

# An excerpt from above in order of the ARNT-TACC3 inh value, lowest first:
structure | ARNT-TACC3 inh
Cc1cc(OC(=O)c2ccc3ccccc3c2)c([N+](=O)[O-])c(=O)[nH]1 | -6
O=C(NCCN1CCN(c2ccccc2F)CC1)C1c2ccccc2C(=O)N2CCc3ccccc3C12 (configuration not stated) | 1
O=C(c1ccc(Cl)cc1)N1CCN(c2ccnc3cc(Cl)ccc23)CC1 | 3
